# Compound activity as filed in PubChem BioAssay.
# Cav3 T inh: Cav3.2 calcium influx blockers – cell-based, Fluo-4 calcium fluorescence, FDSS, MLSMR library, primary screen. hit rate 4% among 100,000. Voltage-dependent T-type calcium channel subunit alpha-1H (Homo sapiens), O95180. B-score at 10 µM. Cav3.2-expressing cells; active compounds read low;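 active means single-dose well whose peak fluorescence ratio is a statistical outlier from its plate by either plate-standardised score or position-corrected B-score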
# An asterisk follows results filed as active.
Cav3 T inh	SMILES
2.8	CCOC(=O)N1CCN(C(=O)CSc2nnc(-c3ccccc3OC)o2)CC1
0.069	COc1ccc(CC(=S)N2CCOCC2)cc1
0.046	Cc1ccccc1-n1c(SCC(=O)N2CCOCC2)nc(O)cc1=O
-5.4*	Cc1cc(C(F)(F)F)nc(NCc2ccc(F)cc2)n1
0.92	CCn1nc(C(=O)O)c(=O)c2cc3c(cc21)OCO3
0.68	CCCCOC(=O)/C(=C\c1ccc([N+](=O)[O-])o1)NC(=O)c1ccccc1
0.15	COC(=O)C1=C(C(=O)OC)[C@@H]2N(Cc3ccccc3)c3ccccc3[C@@]23C[C@@H](C(=O)OC)N=C3N1
-1.3	CCOC(=O)CC1ON(C)C(=O)N1c1ccc(Cl)cc1Cl (stereo unspecified)
-0.95	Cc1cc(S(=O)(=O)Nc2cccc(O)c2)c(C)s1
0.36	CCSc1nnc(NC(=O)c2c(-c3ccccc3Cl)noc2C)s1
-0.3	Cc1nnc(SCC(=O)Nc2ccc3c(c2)OCCO3)n1N
0.16	Cc1nnc(SCCOC(N)=O)n1C
-0.32	O=C(NCCc1ccccc1)c1ccc(NC2=NC3CS(=O)(=O)CC3S2)cc1 (stereo unspecified)
0.0088	Cc1cc(C)c(C#N)c(SCC(=O)NC2CC2)n1
0.04	CCC(=O)N1CCNC(=O)C1CC(=O)Nc1ccc(C)c(Cl)c1 (stereo unspecified)
0.42	CC1CCC(NC(=O)c2ccc(N3CCCC3=O)cc2)CC1 (stereo unspecified)
-0.41	O=C(COC(=O)c1ccc2c(c1)OCCO2)NCc1ccccc1
0.48	COC(C[C@@H](O)C[C@H](O)COCc1ccccc1)OC
1.6	CCOC(=O)CN1C(=O)N[C@@H](CCc2ccccc2)C(C(=O)OC)=C1C
0.41	Nc1c(C(=O)NCc2ccccc2)sc2nc3c(cc12)C(=O)CCC3
0.028	Cc1cc(C)n(C(=O)c2ccc(C)c(S(=O)(=O)N3CCCC3)c2)n1
1.3	Cc1ccc(S(=O)(=O)N2CCN(C(=O)CN3CCCCC3)C2C(C)C)cc1 (stereo unspecified)
-0.027	CC(=O)N1CCC(N(CCCOC(C)C)C(=O)Nc2ccc(Cl)cc2)CC1
-0.17	CCC1=C(OC(=O)N(CC)CC)N2C(=O)OC(=NCC3CC3)[C@]2(C)[C@H]2C1=CC[C@H]1C(=O)NC(=O)[C@H]12

# Part of the list above, tab-delimited.
Molecule	Cav3 T inh
COC(C[C@@H](O)C[C@H](O)COCc1ccccc1)OC	0.48
CCOC(=O)CN1C(=O)N[C@@H](CCc2ccccc2)C(C(=O)OC)=C1C	1.6
Nc1c(C(=O)NCc2ccccc2)sc2nc3c(cc12)C(=O)CCC3	0.41
Cc1cc(C)n(C(=O)c2ccc(C)c(S(=O)(=O)N3CCCC3)c2)n1	0.028
Cc1ccc(S(=O)(=O)N2CCN(C(=O)CN3CCCCC3)C2C(C)C)cc1 (stereo unspecified)	1.3

# Next part.
Cav3 T inh	SMILES
-6.2*	Cc1nc2c(-c3ccc(F)cc3)c(C)nn2c(C)c1CCC(=O)N1CCC(Cc2ccccc2)CC1
-1.6	COc1ccccc1CNc1ncnc2c1nnn2Cc1ccccc1
-0.12	O=C1N/C(=N/c2ccccn2)SC1Cc1ccccc1 (stereo unspecified)
-0.3	CN(C)CCN1C(=O)c2oc3ccccc3c(=O)c2C1c1ccc(F)cc1 (stereo unspecified)
-0.3	Cc1ccc(S(=O)(=O)c2nc(Nc3nccs3)sc2Cl)cc1
-0.79	Cc1ccc(C)c(-c2cc(C(=O)Nc3sc(C)c(C)c3C(N)=O)c3ccccc3n2)c1
0.1	COc1ccc(C(=O)NCCc2ccc(S(N)(=O)=O)cc2)cc1OC
-0.8	Clc1ccc(COc2ccccc2CNCc2cccnc2)cc1
-0.32	COc1ccc(NC(=O)C2CCN(S(C)(=O)=O)CC2)cc1
-4	COc1ccc(/C=N/NS(=O)(=O)c2ccccc2)cc1OS(=O)(=O)c1ccccc1
-0.21	O=C(/C=C/c1c(Cl)cccc1Cl)Nc1ccncc1
-0.75	C=CCn1c(SCC(=O)N2CCOCC2)nc(O)c(Cc2ccccc2)c1=O
-4.3	Cc1sc2nc(CSc3nnc(Cc4cccs4)n3C3CCCCC3)[nH]c(=O)c2c1C
0.086	Cc1ccccc1S(=O)(=O)Cc1ccc(C(=O)NCc2cccs2)o1
-2.5	Cc1ccc(OC(C)C(=O)N2CCCc3ccccc32)cc1 (stereo unspecified)
0.38	CC(=O)Nc1ccc(-c2cc(NC(C)=O)n(-c3ccccc3)n2)cc1
0.89	CC(=O)c1cccc(NC(=O)C2CCN(S(=O)(=O)c3ccccc3)CC2)c1
0.63	COc1ccc(S(=O)(=O)CCC(=O)NCCc2ccc(C)cc2)cc1
0.1	COc1ccc(C2N=C(N)N=C(N)N2c2ccccc2OC)cc1OC (stereo unspecified)
0.36	CCOc1ccc2[nH]c(C)c(CN3CCN(CC)CC3)c(=O)c2c1
-0.65	CCOCCCNc1ncc2c(n1)CC(c1ccc(C)cc1)CC2=O (stereo unspecified)
0.65	CC(=O)c1ccc(O)c(CO)c1
0.062	Cc1cc(C)cc(OCC(=O)NNC(=O)c2ccoc2C)c1
1.8	CCOC(=O)CC1=C(C(=O)OCC)C(c2cccnc2)C(C#N)=C(N)O1 (stereo unspecified)
1.5	COC(=O)c1ccc(C(=O)OC)c(NC(=O)c2cnc3n(c2=O)CCS3)c1
-0.66	CCOC(=O)c1c(NC(=O)CSc2nnnn2CC)sc(C)c1C
0.29	Cc1ccc2c(c1)N(CCC(=O)NCc1ccc3c(c1)OCO3)C(=O)CO2
0.77	COc1ccc2[nH]c(=O)c(CN(C)C(=O)COc3ccccc3)cc2c1
-5*	Clc1ccc(-c2nc3cnccn3c2NC2CCCC2)cc1
0.52	C[C@@H](Nc1nc(-c2ccccc2)nc2c1oc1ccccc12)C(=O)O
-0.83	CCOC(=O)c1[nH]c(C)c(C(=O)Nc2ccc(C)c(Cl)c2)c1C
-0.081	CCCc1cc(-c2[nH]ncc2-c2ccc(C(=O)OCC)o2)c(O)cc1O
1.3	CC1CN(c2c3c(nc4ncnn24)CCCC3)CC(C)O1 (stereo unspecified)
-0.82	COC(=O)COC(=O)CC(CC(N)=O)c1ccccc1 (stereo unspecified)
0.96	Cn1c(NC(=O)c2ccco2)c(-c2ccccc2Cl)c(=O)c2ccccc21
1	CN(c1ccccc1C(=O)Nc1cccc(Cl)c1Cl)S(C)(=O)=O
0.35	CCOC(=O)/C(C#N)=C1/C=CN(Cc2ccccc2)C=N1
1.3	COC(=O)c1ccccc1NC=C1C(=O)OC2(CCCCC2)OC1=O
-4.3*	CCc1ccc2nc(N3C(=O)C(O)=C(C(=O)c4ccco4)C3c3cccs3)sc2c1 (stereo unspecified)
-0.66	CC1C(c2ccccc2)C(C#N)(C#N)C2(C#N)C(=O)NC1(N)C2C (stereo unspecified)
-0.17	Cc1ccc(-n2c(C)cc(/C=N/NC(=O)CC3(C)OCCO3)c2C)cc1
0.026	O=S(=O)(Nc1ccc2nc(C(F)(F)F)[nH]c2c1)c1ccccc1
-4.1*	CCCC(=O)N(CCN(C(=O)CCC)c1ccccc1)c1ccccc1
0.43	COc1ccc(-c2cc(C(=O)NCCN3CCOCC3)c3ccccc3n2)c(OC)c1
-2.4	O=C(NNC1=C(C(=O)C(F)(F)F)CCC1)c1ccc(Cl)cc1
-0.032	COC(=O)Nc1c(C)n(C)n(-c2ccccc2)c1=O
-0.73	Cc1ccc(C(=O)COC(=O)CSc2cccc3cccnc23)c(C)c1
-0.11	C/C(=N\OC(=O)c1ccc(F)cc1)c1sc(-c2ccccc2)nc1C
0.22	COC(=O)c1ccc(Nc2nc(C)cc(C)n2)cc1
-1.4	Cc1cccc(-c2nnc3sc(-c4ccccc4C)nn23)c1
-0.17	O=c1ccc2cc(S(=O)(=O)N3CCN(c4ccccc4)CC3)ccc2o1
-0.027	Cc1cccc(SCc2noc(C(=O)NC(C)C)c2C(=O)O)c1
1.2	Cc1nnc(NC(=O)c2sc3ccccc3c2Cl)s1
-0.38	COC(=O)c1cccc(COC(=O)c2ccccc2NC(=O)c2ccco2)c1
1.1	COc1ccc(NC(=O)C2CCN(C(=O)c3cccs3)CC2)c(OC)c1
0.94	CC(O)[C@H]1CNC(=O)C(=O)N1CCC12CC3CC(CC(C3)C1)C2 (stereo partly specified)

# Further entries:
Cav3 T inh	SMILES
-0.59	CCOc1ccccc1NC(=O)c1cc(CC(C)C)oc1C
0.68	O=c1[nH]c2ccc(Cl)cc2c(-c2ccccc2)c1N1CCN(CCO)CC1
-0.13	O=C(C/C=N/OCc1ccccc1F)c1cnc(-c2ccc(Cl)cc2)s1
-0.29	COc1ccc(-c2nc(C#N)c(NCc3ccc(C)cc3)o2)cc1OC
1.9	Clc1ccc2nc3ccccn3c2c1
-0.2	COCCCNC(=O)C1CCN(c2ncccn2)CC1
0.31	O=C(O)Cc1cc2c(s1)CCCCC2
-7.3*	Cn1cccc1Cc1nnc(SCC(=O)Nc2cccc(F)c2)n1-c1ccc(F)cc1

# Cav3 T inh, what is marked active above
Cav3 T inh	SMILES
-5.4*	Cc1cc(C(F)(F)F)nc(NCc2ccc(F)cc2)n1
-6.2*	Cc1nc2c(-c3ccc(F)cc3)c(C)nn2c(C)c1CCC(=O)N1CCC(Cc2ccccc2)CC1
-5*	Clc1ccc(-c2nc3cnccn3c2NC2CCCC2)cc1
-4.3*	CCc1ccc2nc(N3C(=O)C(O)=C(C(=O)c4ccco4)C3c3cccs3)sc2c1 (stereo unspecified)
-4.1*	CCCC(=O)N(CCN(C(=O)CCC)c1ccccc1)c1ccccc1
-7.3*	Cn1cccc1Cc1nnc(SCC(=O)Nc2cccc(F)c2)n1-c1ccc(F)cc1

# The listing picks up; the two compounds before the break are reprinted first.
Cav3 T inh	SMILES
0.31	O=C(O)Cc1cc2c(s1)CCCCC2
-7.3*	Cn1cccc1Cc1nnc(SCC(=O)Nc2cccc(F)c2)n1-c1ccc(F)cc1
-0.022	CCOc1ccc(NC(=O)C2CCC(C)(C(=O)O)C2(C)C)cc1 (stereo unspecified)
0.24	CCC(=O)Nc1cccc(C2=NOC3(C2)C[C@@H](C(N)=O)N(C(=O)C2(C)CC2)C3)c1 (stereo partly specified)
0.16	Cc1ccccc1CNCc1cccnc1
-4.8*	CC(=O)N1CCN=C1SCc1ccc(Br)cc1
0.23	OCC1(C2=NOC(O)(C(F)(F)F)C2)CCCCC1 (stereo unspecified)
-0.041	CCOc1ccccc1Nc1nc(-c2sc(NC(=O)c3ccccc3)nc2C)cs1
-0.62	Cc1ccc(S(=O)(=O)Nn2c(C)ccc2C)cc1
1.1	CCN1CCN(C(=O)c2ccc(COc3ccc(Cl)cc3)o2)CC1
-0.29	CCCCC(=O)NCc1ccc2c(c1)cc(C)n2C
-1.3	COc1cc(-c2noc(C3CCCN(S(=O)(=O)c4cccc(Cl)c4)C3)n2)cc(OC)c1OC (stereo unspecified)
0.29	CC(=O)N1CCN(c2nnnn2-c2ccccc2)CC1
-2.3	O=C(NCCc1cccs1)C12CN(Cc3ccccc3)CC1C(c1cccc([N+](=O)[O-])c1)=NO2 (stereo unspecified)
-1	O=[N+]([O-])c1cc([N+](=O)[O-])c(N2CCOCC2)cc1NCc1ccccc1
-0.14	Cc1csc(SCc2c(C(=O)O)oc3ccccc23)n1
0.039	COc1ccccc1NC(=O)c1ccc(-c2ccccc2F)o1
0.026	CC(/C=C/c1ccc(C)o1)=C\C(=O)O
-0.19	Nn1c(SCC(=O)Nc2ccc(S(=O)(=O)N3CCCC3)cc2)nnc1C(F)(F)F
-1.4	COc1ccc(CNC(=O)COC(=O)c2n[nH]c3ccccc23)cc1OC
0.54	Cc1ccc(C(=O)OCC(=O)Nc2ccccc2)cc1NC(=O)c1ccco1
0.39	CCN(CC)C(=O)c1[nH]cnc1C(=O)N[C@@H](C)C(=O)OCc1ccccc1
0.54	CCc1nnc(NS(=O)(=O)c2ccc(NS(=O)(=O)c3ccc(NC(C)=O)cc3)cc2)s1
0.44	O=C(CN1C(=O)NC2(CCCC2)C1=O)Nc1ccc(F)cc1
-0.8	CCn1c(=O)cc(OCC(=O)Nc2nc(C)cs2)c2ccccc21
-0.96	CCOC(=O)c1c(C)[nH]c(N=Nc2ccccc2)c1C
0.33	COCCCn1c(SCC(=O)NC2CCCC2)nnc1-c1ccco1
-4.6*	O=C(c1cccc(-n2cnnn2)c1)N1CC=C(c2ccccc2)CC1
-0.46	COC(=O)c1ccccc1Nc1ccccc1
1.4	CN(C)CCOCCSc1ccc(Cl)cc1
0.13	CC1(C)NC(=O)N(CC(O)CN2C(=O)CCC2=O)C1=O (stereo unspecified)
-1.8	CCC(=O)N1CCc2cc(S(=O)(=O)NC(Cc3ccccc3)C(=O)NC3CCCCC3C)ccc21 (stereo unspecified)
0.062	Cc1cc(C)n(S(=O)(=O)Cc2ccccc2)n1
-2.9	COc1ccc(CCNC(=O)COc2ccc(S(=O)(=O)NC3CCCCC3)cc2Cl)cc1
-0.036	COC(=O)C1=C(C)N=C2SCCC(=O)N2C1c1cc(Br)ccc1OC (stereo unspecified)
0.041	Cc1ccccc1-c1nc(CN2CCC(C(=O)NCCCN3CC(C)CC(C)C3)CC2)c(C)o1 (stereo unspecified)
-0.81	Cc1ccc(-c2noc(CCC(=O)Nc3ccccc3C)n2)cc1
0.56	Cn1ncc([N+](=O)[O-])c1C(=O)Nc1nc2ccccc2n1CCN1CCCCC1
0.41	CC1(C)CC(=O)C=C(Nc2ccc(OCC(F)(F)C(F)F)cc2)C1
-3.1	CCC1CCCCN1C(=O)COC(=O)c1cc2ccccc2cc1O (stereo unspecified)
-0.82	COc1cc([C@@H]2c3cc4c(cc3[C@@H](O[C@@H]3O[C@@H]5CO[C@@H](C)O[C@H]5[C@H](O)[C@H]3O)[C@H]3COC(=O)[C@H]23)OCO4)cc(OC)c1O
0.4	C=CCn1c(SCc2c(Cl)cccc2Cl)nnc1-c1cccnc1
1.3	CC(C)Cn1c(C(C)NC(=O)Cc2ccccc2)nc2ccccc21 (stereo unspecified)
0.029	NC1=NS(=O)(=O)NC1c1ccc(Cl)cc1 (stereo unspecified)
-0.04	Cc1ccc(-n2nc(C)cc2NC(=O)c2ccc(C)s2)cc1

# This is a subset; rates above refer to the full screens.
